AddAB inh: less growth of phage-infected E. coli with AddAB | inhibition, % at 11.9 µM | 330,000 tested, 0.29% active | AID 435030 | E. coli expressing H. pylori AddAB, absorbance growth; in the data active = inhibition above about 12%;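 also: 0% = vehicle wells of infected cells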
CAL PDZ FP-1: CAL PDZ (human) peptide binding inhibition; Q9HD26; purified CAL PDZ, TMR-peptide fluorescence polarization, 1 h; inhibition, % at 24.9 µM; 300,000 tested, 0.92% active; AID 602252;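 active = mean inhibition of at least 30% with at least half of replicates also reaching 30%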;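 also: 0% = DMSO neutral control and 100% = excess unlabeled competitor peptide PRC23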
CAL PDZ FP-2: inhibitors of human CAL PDZ peptide binding | inhibition, % at 20 µM | purified CAL PDZ, TMR-peptide fluorescence polarization, 1 h | AID 504414 | 330,000 tested, 0.02% active;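 active = highest replicate inhibition of at least 40%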;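 also: plate controls were DMSO neutral control wells for no effect and unlabeled competitor peptide control wells for full effect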
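System: purified tagged CAL PDZ domain construct (CerCALP). Schedule: 1 h incubation at room temperature before polarization reading. Medium: 25 mM sodium phosphate pH 7.4, 150 mM NaCl, TCEP, IgG, Thesit. Read-out: percent inhibition from loss of millipolarization. Measured by: FP readout, S and P plane fluorescence. Probe or stimulus: fluorescent TMR peptide probe.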
phage Ecoli inh: E. coli growth loss with phage present | growth absorbance | inhibition, % at 11.9 µM | 360,000 tested, 0.26% active | AID 651602; in the data active = inhibition above about 11%
MITF TRPM1 HTS: increases MITF-driven TRPM1 promoter luciferase signal. SK-MEL-5 TRPM1-promoter luciferase, 24 h; % of positive control, neutral wells = 0. AID 588334. activation, % at 12.5 µM. 300,000 tested, 0.75% active;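 active = mean activation of at least 80% with every replicate also reaching 80%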;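 also: 0% = neutral control wells and 100% = parthenolide positive control wells; values of inactives mirror those of a sister screen read the other way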
Ecoli viability: reduces bacterial viability in AddAB counter-screen; E. coli V3065 growth, OD600 absorbance, 18 h; inhibition, % at 11.9 µM; 330,000 tested, 0.27% active; AID 449728;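 active = inhibition above the campaign's mean inhibition across all tested compounds plus 3 SD, cut at about 9.9% in these data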;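 also: uninfected addAB+ strain grown without phage in ampicillin broth; 0% = DMSO wells and 100% = ciprofloxacin 0.95 µg/ml wells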
SR-BI DiI-HDL act: enhances SR-BI lipid uptake from DiI-HDL. CHO ldlA[mSR-BI] cells, DiI-HDL uptake fluorescence, 3 h; 100 = double the neutral-control signal. activation, % at 12.5 µM. 320,000 tested, 0.096% active. AID 504775;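 active = mean replicate activation of at least 60% and every replicate at or above 60%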;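 also: 0% = median plate neutral-control signal and 100% = twice that signal; values of inactives mirror those of a sister screen read the other way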
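Material: SR-BI-overexpressing, LDLR-lacking CHO cells | Dosing: Single compound concentration, delivered by pin transfer | Probe or stimulus: Labelled HDL, 10 µg/mL | Signal: Bottom-read cell fluorescence after medium removal, ex 550/em 595 nm | Schedule: 3 h, 37 °C | Evaluation: HDL uptake via cellular fluorescence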
Tat transport: blocks Tat-dependent protein export in E. coli | 340,000 tested, 0.036% active | E. coli MC4100 TorA-mCherry Tat export, fluorescence | inhibition, % at 10 µM;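 active = mean replicate inhibition at least 50% and at least half of replicates individually reaching 50%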;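 also: exported cargo escapes ClpAP degradation while cytoplasmic cargo is degraded and loses fluorescence; 0% = median of neutral control wells and 100% = median of NaSCN control wells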
Wnt bcat act: Wnt/beta-catenin pathway activation. activation, % at 9.35 µM. 300,000 tested, 1.2% active. Wnt/beta-catenin reporter cell assay, activator, plate reader. AID 743398; in the data active = activation above about 30%, passing the limit was not always enough;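 also: 0% = neutral control wells and 100% = positive control wells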
SR-BI DiI inh: blocks mouse SR-BI lipid uptake from DiI-HDL | Q61009 | ldlA[mSR-BI] CHO cells, DiI-HDL uptake fluorescence, 3 h | inhibition, % at 12.5 µM | 320,000 tested, 0.96% active | AID 488896;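 active = mean replicate inhibition of at least 70% and a set share of replicates each scoring 70 or more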;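 also: 0% = median of neutral control wells and 100% = median of positive control wells; values of inactives mirror those of a sister screen read the other way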
Target sequence (Q61009 whole entry, looked up): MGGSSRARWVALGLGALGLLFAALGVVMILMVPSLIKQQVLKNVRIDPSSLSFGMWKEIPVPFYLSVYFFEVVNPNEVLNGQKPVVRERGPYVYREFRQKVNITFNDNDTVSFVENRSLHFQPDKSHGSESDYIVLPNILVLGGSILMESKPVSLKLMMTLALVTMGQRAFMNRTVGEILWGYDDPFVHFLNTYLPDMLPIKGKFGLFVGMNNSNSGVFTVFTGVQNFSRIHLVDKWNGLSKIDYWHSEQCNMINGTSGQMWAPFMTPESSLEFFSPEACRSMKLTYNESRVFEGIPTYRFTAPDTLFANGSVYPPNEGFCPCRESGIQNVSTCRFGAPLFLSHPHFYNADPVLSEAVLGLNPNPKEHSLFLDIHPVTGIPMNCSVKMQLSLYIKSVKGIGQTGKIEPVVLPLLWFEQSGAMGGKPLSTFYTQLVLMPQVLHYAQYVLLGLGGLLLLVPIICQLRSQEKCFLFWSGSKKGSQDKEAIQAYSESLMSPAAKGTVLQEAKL
The depositor's hits bear a star. This is a random part of the collection. About 3.6% of those tested had a hit in this group.

Screening O=C(NN=C1CCCC1)c1ccc(O)cc1O returned AddAB inh 2.8, CAL PDZ FP-1 -1, CAL PDZ FP-2 -0.4, phage Ecoli inh 0.4, MITF TRPM1 HTS 6, Ecoli viability -0.5, SR-BI DiI-HDL act 13, Tat transport -2, Wnt bcat act -1 and SR-BI DiI inh -13.
O=C(CNC(=O)c1cc(Cl)cc([N+](=O)[O-])c1)NC1CC1 was read as AddAB inh 2.0, CAL PDZ FP-1 -23, CAL PDZ FP-2 -3.8, phage Ecoli inh -1.4, MITF TRPM1 HTS -6, Ecoli viability 1.1, Tat transport -9, Wnt bcat act 4 and SR-BI DiI inh 6.
For CCOc1ccccc1C(=O)NCC(=O)NCC(C)(C)N1CCOCC1 the results were AddAB inh 1.8, CAL PDZ FP-1 -1, CAL PDZ FP-2 -0.4, phage Ecoli inh -2.1, MITF TRPM1 HTS 13, Ecoli viability -2.8, SR-BI DiI-HDL act 3, Tat transport 0, Wnt bcat act 0 and SR-BI DiI inh -3.
`O=C1N=C(N2CCOCC2)S/C1=C\c1cccs1` gave AddAB inh 3.4, CAL PDZ FP-1 4, CAL PDZ FP-2 -2.1, phage Ecoli inh 5.3, MITF TRPM1 HTS 16, Ecoli viability -2.8, SR-BI DiI-HDL act 1, Tat transport -3, Wnt bcat act 5 and SR-BI DiI inh -1.
`CSc1nnnn1-c1ccc(Cl)cc1` gave AddAB inh 1.0, CAL PDZ FP-1 -2, CAL PDZ FP-2 -1.4, phage Ecoli inh 1.5, MITF TRPM1 HTS 2, Ecoli viability -0.6, SR-BI DiI-HDL act 9, Tat transport 1, Wnt bcat act -1 and SR-BI DiI inh -9.
`CCCCCCCN1C2=NCCCN2c2ccccc21` gave AddAB inh 4.1, CAL PDZ FP-1 -2, CAL PDZ FP-2 0.2, phage Ecoli inh 5.0, MITF TRPM1 HTS -2, Ecoli viability -0.1, SR-BI DiI-HDL act -3, Tat transport 1, Wnt bcat act -3 and SR-BI DiI inh 3.
CCN(CC)CCNC(=O)/C(=C/c1cn(C)c2ccccc12)NC(=O)c1ccc(OC)c(OC)c1 was read as AddAB inh 1.4, CAL PDZ FP-2 -0.7, phage Ecoli inh 5.1, MITF TRPM1 HTS 1, Ecoli viability -0.2, SR-BI DiI-HDL act -11, Tat transport 4, Wnt bcat act 0 and SR-BI DiI inh 11.
Cc1ccc(NC(=O)CSc2ncn[nH]2)cc1S(=O)(=O)N1CCOCC1 was read as AddAB inh 6.0, CAL PDZ FP-1 2, CAL PDZ FP-2 -0.7, phage Ecoli inh 1.9, MITF TRPM1 HTS -2, Ecoli viability 1.2, SR-BI DiI-HDL act -7, Tat transport -2, Wnt bcat act -1 and SR-BI DiI inh 7.
Screening C=CCn1c(-c2cccc(Cl)c2)n[nH]c1=S returned AddAB inh 2.6, CAL PDZ FP-1 -4, CAL PDZ FP-2 -1.5, phage Ecoli inh 1.9, MITF TRPM1 HTS 6, Ecoli viability -0.8, SR-BI DiI-HDL act 22, Tat transport 0 and SR-BI DiI inh -22.
`COc1ccc(C2CC(c3ccccc3OC(=O)/C=C/c3ccccc3)=NN2C(C)=O)cc1` (centres undefined) gave AddAB inh 2.4, CAL PDZ FP-1 -4, CAL PDZ FP-2 0.4, phage Ecoli inh 1.4, MITF TRPM1 HTS 33, Ecoli viability -3.0, SR-BI DiI-HDL act 6, Tat transport 20, Wnt bcat act 10 and SR-BI DiI inh -6.
Cc1cc(C(=O)NC(=S)Nc2ccccc2N2CCOCC2)ccc1[N+](=O)[O-] was read as AddAB inh 1.6, CAL PDZ FP-1 -5, CAL PDZ FP-2 -0.3, phage Ecoli inh 2.6, MITF TRPM1 HTS 10, Ecoli viability 1.0, SR-BI DiI-HDL act -51, Tat transport -9, Wnt bcat act -2 and SR-BI DiI inh 51.
Cc1ccccc1NC(=O)c1cccc(N2C(=O)C3CCCCC3C2=O)c1 (centres undefined) was read as AddAB inh 5.1, CAL PDZ FP-1 -1, CAL PDZ FP-2 -0.3, phage Ecoli inh -2.5, Ecoli viability 0.1, Tat transport 4 and Wnt bcat act 2.
CCN(CC)c1ccc(N/C(N)=N/c2nc(C(F)(F)F)cc(=O)[nH]2)cc1 was read as AddAB inh 1.8, CAL PDZ FP-1 -2, CAL PDZ FP-2 0.3, phage Ecoli inh 3.2, MITF TRPM1 HTS -9, Ecoli viability 2.0, SR-BI DiI-HDL act -1, Tat transport -3, Wnt bcat act -13 and SR-BI DiI inh 1.
`CCC(CC)N1CCN(C(=O)c2cc(OC)c(OC)c(OC)c2)CC1` gave AddAB inh 0.7, CAL PDZ FP-1 -9, CAL PDZ FP-2 -0.2, phage Ecoli inh 2.0, MITF TRPM1 HTS 2, Ecoli viability 0.1, SR-BI DiI-HDL act 6, Tat transport 2, Wnt bcat act -2 and SR-BI DiI inh -6.
For CC(=O)Nc1ccc(NC(=O)C2CCCN2S(=O)(=O)c2cccc3nsnc23)cc1 (centres undefined) the results were AddAB inh 2.0, CAL PDZ FP-2 0.3, phage Ecoli inh 1.2, MITF TRPM1 HTS -7, Ecoli viability 1.9, SR-BI DiI-HDL act 20, Tat transport 7, Wnt bcat act -1 and SR-BI DiI inh -20.
CCOc1ccccc1Nc1ncnc2ccccc12 was read as AddAB inh -0.2, CAL PDZ FP-1 -7, CAL PDZ FP-2 -0.9, phage Ecoli inh 0.4, MITF TRPM1 HTS -3, Ecoli viability -0.1, SR-BI DiI-HDL act -20, Tat transport -14 and SR-BI DiI inh 20.
For CS(=O)(=NS(=O)(=O)c1ccc(Cl)cc1)c1ccccc1 (centres undefined) the results were AddAB inh 0.5, CAL PDZ FP-1 -5, CAL PDZ FP-2 -0.9, phage Ecoli inh 2.7, MITF TRPM1 HTS -8, Ecoli viability -2.0, SR-BI DiI-HDL act 1, Tat transport 7, Wnt bcat act 2 and SR-BI DiI inh -1.
CC(NC(=O)c1cc(S(=O)(=O)N2CCOCC2)ccc1N1CCCC1)c1ccc(Cl)c(Cl)c1 (centres undefined) was read as AddAB inh 1.7, CAL PDZ FP-1 -4, CAL PDZ FP-2 -0.7, phage Ecoli inh 2.6, MITF TRPM1 HTS 2, Ecoli viability 0.7, SR-BI DiI-HDL act 5, Tat transport -9, Wnt bcat act -3 and SR-BI DiI inh -5.
`O=C(CSc1nncs1)Nc1ccc(N2CCCCC2)cc1` gave AddAB inh -0.6, CAL PDZ FP-2 -0.5, phage Ecoli inh 2.0, MITF TRPM1 HTS 25, Ecoli viability -1.8, SR-BI DiI-HDL act 1, Tat transport -5, Wnt bcat act 14 and SR-BI DiI inh -1.
Screening CCC1CCCCN1C(=O)Cn1c(C(=O)OC)cc2sc(Cl)cc21 (centres undefined) returned AddAB inh 2.3, CAL PDZ FP-1 -1, CAL PDZ FP-2 -0.5, phage Ecoli inh 2.8, MITF TRPM1 HTS -3, Ecoli viability 4.9, SR-BI DiI-HDL act -26, Tat transport 13 and SR-BI DiI inh 26.
For CC(C)N1CC2=C(C1=O)C(c1ccc(O)cc1)NC(=O)N2C (centres undefined) the results were AddAB inh 4.8, CAL PDZ FP-1 -1, CAL PDZ FP-2 0.4, phage Ecoli inh 4.7, MITF TRPM1 HTS -11, Ecoli viability 0.5, SR-BI DiI-HDL act 26, Tat transport -2, Wnt bcat act -5 and SR-BI DiI inh -26.
`COc1ccc(CCNC(=O)CC(NS(=O)(=O)c2ccc(NC(C)=O)cc2)C(C)C)cc1OC` (centres undefined) gave AddAB inh 1.5, CAL PDZ FP-1 4, CAL PDZ FP-2 1.5, phage Ecoli inh 3.0, MITF TRPM1 HTS 0, Ecoli viability -1.8, SR-BI DiI-HDL act -4, Tat transport -10 and SR-BI DiI inh 4.
Screening O=[N+]([O-])c1cccc(S(=O)(=O)N2CCCC2)c1 returned AddAB inh 0.8, CAL PDZ FP-1 -2, CAL PDZ FP-2 -1.8, phage Ecoli inh 3.7, MITF TRPM1 HTS 1, Ecoli viability 0.9, SR-BI DiI-HDL act 33, Tat transport -5, Wnt bcat act 1 and SR-BI DiI inh -33.
Screening COc1cccc(CNc2ccc(N3CCCCC3)cc2)c1OC returned AddAB inh 1.1, CAL PDZ FP-1 -4, CAL PDZ FP-2 -0.7, phage Ecoli inh 3.4, MITF TRPM1 HTS 31, Ecoli viability -0.5, SR-BI DiI-HDL act -12, Tat transport -4 and SR-BI DiI inh 12.
Screening Cc1cccnc1NC(=O)Nc1cccc(Cl)c1 returned AddAB inh -0.5, CAL PDZ FP-1 -2, phage Ecoli inh -0.5, MITF TRPM1 HTS 91*, Ecoli viability -0.9, Tat transport -6 and Wnt bcat act 26.
O=C(O)CNC(=O)C(Cc1ccccc1)NC(=O)OCc1ccccc1 (centres undefined) was read as AddAB inh 4.7, CAL PDZ FP-1 -8, phage Ecoli inh 2.7, MITF TRPM1 HTS -1, Ecoli viability 0.3, SR-BI DiI-HDL act 18, Tat transport -9, Wnt bcat act -1 and SR-BI DiI inh -18.
Screening OCCNCc1cc(Br)ccc1OCc1ccccc1Cl returned AddAB inh 0.9, CAL PDZ FP-1 -3, CAL PDZ FP-2 -2.9, phage Ecoli inh 4.7, MITF TRPM1 HTS -9, Ecoli viability -0.2, SR-BI DiI-HDL act 34, Tat transport 4 and SR-BI DiI inh -34.
COC(=O)c1ccc(COc2cccc3c2CCN(Cc2ccccc2)C3=O)o1 was read as AddAB inh 2.9, CAL PDZ FP-1 -2, CAL PDZ FP-2 -2.4, phage Ecoli inh 1.1, MITF TRPM1 HTS -1, Ecoli viability 1.0, SR-BI DiI-HDL act 2, Tat transport -2 and SR-BI DiI inh -2.
`Nc1nonc1-n1nnc(C(=O)N/N=C/c2ccccn2)c1CNc1ccccc1` gave AddAB inh 1.9, CAL PDZ FP-1 131*, CAL PDZ FP-2 0.1, phage Ecoli inh 3.1, MITF TRPM1 HTS 11, Ecoli viability -0.9, SR-BI DiI-HDL act 16, Tat transport -1, Wnt bcat act -2 and SR-BI DiI inh -16.
COC(=O)C(CCSC)NC(=O)c1cn(-c2ccc(OC)cc2)c(=O)c2ccccc12 (centres undefined) was read as AddAB inh -0.8, CAL PDZ FP-1 -6, phage Ecoli inh 1.8, MITF TRPM1 HTS -10, Ecoli viability -0.3, SR-BI DiI-HDL act -12, Tat transport -9, Wnt bcat act 0 and SR-BI DiI inh 12.
For CCCCn1c(SCC(=O)OCC)nc2c(sc(=S)n2-c2ccccc2OC)c1=O the results were AddAB inh 0.0, CAL PDZ FP-1 -5, phage Ecoli inh -0.9, MITF TRPM1 HTS -9, Ecoli viability -1.0, SR-BI DiI-HDL act -21, Tat transport 4, Wnt bcat act -1 and SR-BI DiI inh 21.
Screening CC(C)CC(COCc1ccc(Cl)cc1)N1CCN(C(=O)c2ccc(C(F)(F)F)cc2)CCC1=O (centres undefined) returned AddAB inh 0.9, CAL PDZ FP-1 -2, CAL PDZ FP-2 -0.2, phage Ecoli inh 1.6, MITF TRPM1 HTS 0, Ecoli viability -4.4, SR-BI DiI-HDL act -45, Tat transport 20, Wnt bcat act -5 and SR-BI DiI inh 45.

Screening data as filed in PubChem.
